# AID2073: inhibitors of Mint1-CaV2.2 protein interaction, biochemical, HTRF (AID 2073); HTRF protein-protein interaction, Mint1-CaV2.2; higher % means a stronger effect; inhibition, % at 20 µM, or IC50 in µM where a hit was titrated; 0.19% of 290,000 active; in the data active = inhibition mostly above about 51%, no sharp cut-off; note: some results filed as inactive read as strong as hits
# Insulin prom up: MIN6 insulin promoter up-regulation; MIN6 insulin promoter-GFP reporter, high-content imaging; active compounds read high; z-score at 5 µM; 0.3% of 190,000 active;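 active = z-score above 3 at 5 µM with at least 500 cells counted in the well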
# bCat nuc transl: alters nuclear translocation of beta-catenin in HeLa cells; immunofluorescence imaging; AID 1665; nuclear translocation activity, % at 5 µM; 0.3% of 190,000 active;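 active = nuclear translocation activity above 50% at 5 µM, with a well cell count of 50 or more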;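 note: per-cell ratio of nuclear to cytoplasmic median beta-catenin stain intensity; plate controls were DMSO negative control for no effect and GSK-3 inhibitor IX positive control for full effect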
#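 Test system: HeLa cells, endogenous beta-catenin; Compound: single 5 µM dose plus 0.02–20 µM confirmation series; Times: compound exposure 24 h at 37°C; Signal: fluorescence imaging of beta-catenin antibody stain plus DAPI; Read-out: % activation, nuclear-to-cytoplasmic median beta-catenin signal ratio per cell.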
# WT yeast gro inh: growth inhibition of WT yeast, mitochondrial fusion screen; mitochondrial fusion phenotypic screen, WT strain; inhibition, % at 10 µM; 2.1% of 190,000 active; AID 1362; in the data active = inhibition above about 58%; tested in S. cerevisiae
# Dynein transport: blocks dynein driven cargo transport along microtubules; 3617.4 mouse cells, GR-EGFP nuclear translocation imaging; test concentration mostly 20 µM; stimulated with dexamethasone, 1 µM; active compounds read low; z-score, hits read low; 0.47% of 220,000 active; AID 1381;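 active = plate z-score of nuclear minus cytoplasmic receptor signal below a set negative limit, without overly bright fluorescence or cell loss, cut at about -3.5 in these data, passing the limit was not always enough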;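 note: z-score of nuclear minus cytoplasmic ring GR-EGFP intensity difference per well; some compounds called inactive have numbers as strong as hits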
#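 Buffer or medium: Induction medium lacking tetracycline, stripped serum | Also added: Dexamethasone agonist, 1.0 µM final, for 30 min | Timing: 48 h induction, 1 h compound, 30 min dex at 37 °C | Detection: Formaldehyde fixation, Hoechst nuclear stain, 10x automated fluorescence imaging | Measure: Nuclear versus cytoplasmic GR-EGFP signal, averaged per well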
# MT stabilize HCS: microtubule stabilizers in HeLa cells. HeLa tubulin immunostaining HCS, 24 h; share of cells brighter than vehicle mean+2SD. % tubulin-high responders, % at 10 µM. 0.83% of 200,000 active. AID 2205;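 active = plate Z-score above 3 for both tubulin-high and condensed-nucleus cell shares, with cell loss under 80%, at 10 µM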;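 note: anti alpha tubulin signal scored within the nucleus-defined area of each cell; some results filed as inactive read as strong as hits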
# HIV peptide binding: inhibitors of HIV fusion peptide binding, primary screen, biochemical, uHTS, fluorescence dequenching (AID 1986); 0.3% of 290,000 active; inhibition, % at 20 µM, or IC50 in µM where a hit was titrated; cell-free peptide binding, fluorescence dequenching, 30 min; higher % means a stronger effect; in the data active = inhibition mostly above about 52%, no sharp cut-off; inactive = mostly below about 76%; note: some results filed as inactive read as strong as hits
# Autophagy HCS: modulators of autophagy; MEF GFP-LC3 puncta imaging; test concentration mostly 10 µM; calls only at 10 µM (by protocol); 0.98% of 190,000 active;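 active = percentage of spot-positive cells more than 3 SD above its plate mean, without a fluorescence outlier flag or 80% toxicity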;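 note: spot-positive cell cutoff set from DMSO-treated cells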
# Yfh1-depleted yeast: enhancers of respiration in Yfh1-depleted yeast, dose response, Friedreich's ataxia, plus single-dose screen (AID 1465) | S. cerevisiae Yfh1-off respiration, WST-1 reduction, 72 h; higher fold induction means a stronger effect | one-dose fold induction at 50 µM; EC50 in µM for titrated hits | 0.074% of 220,000 active;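 active = fold induction of absorbance versus untreated yeast above a set limit, then at least 30% activation at any dose in follow-up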;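 note: activators that raise dye reduction in frataxin-depleted yeast; strong numbers were not always called active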
# WT yeast gro inh mutant strain: further read-out of WT yeast gro inh, marked with its call; inhibition, %; mitochondrial fusion phenotypic screen, mutant strain inhibition
# Dynein transport cytoplasmic EGFP: recorded beside Dynein transport, whose call it bears; z-score; measured here: cytoplasmic GR-EGFP intensity; active compounds read high
# Dynein transport nuclear GR-EGFP: recorded beside Dynein transport, whose call it bears; z-score; measured here: nuclear GR-EGFP intensity;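 lower value marks the stronger effect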
# Dynein transport cell count: recorded beside Dynein transport, whose call it bears; z-score; measured here: cell count per field
# Insulin prom up cell count: also measured in Insulin prom up; calls as there; cell count; measured here: cytotoxicity, nuclei count;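 total cells summed across four imaged fields per well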
# bCat nuc transl cell count 5 µM: recorded beside bCat nuc transl, whose call it bears; cell count; measured here: cell count, cytotoxicity flag
# MT stabilize HCS Hoechst-high %: also measured in MT stabilize HCS; calls as there; % Hoechst-high responders; measured here: nuclear condensation Hoechst responders;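 share of cells brighter than vehicle mean plus two SD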
# MT stabilize HCS cytotoxicity %: recorded beside MT stabilize HCS, whose call it bears; toxicity, %; measured here: cytotoxicity by cell density;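 0% = mean cell density of plate MIN control wells and 100% = no cells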
# Autophagy HCS cell loss 18 h: further read-out of Autophagy HCS, marked with its call; toxicity, %; measured here: cell loss, nuclei count;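 cell loss after 18 h compound exposure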
# Starred values were filed as active, the others as inactive; i = inactive; . = no result given.
SMILES,AID2073,Insulin prom up,Insulin prom up cell count,bCat nuc transl,bCat nuc transl cell count 5 µM,WT yeast gro inh,WT yeast gro inh mutant strain,Dynein transport,Dynein transport cytoplasmic EGFP,Dynein transport nuclear GR-EGFP,Dynein transport cell count,MT stabilize HCS,MT stabilize HCS Hoechst-high %,MT stabilize HCS cytotoxicity %,HIV peptide binding,Autophagy HCS,Autophagy HCS cell loss 18 h,Yfh1-depleted yeast
O=C(NCCN1CCOCC1)c1ccc(CSc2nc3ccncc3n2Cc2ccc(F)cc2)cc1,9%,.,.,-2.3,1062,8,11,-1.1,-0.31,-0.5,0.91,1.9,2.3,1.3,-1.5%,i,1,i
COc1cc(C(=O)Nc2ccc(Cl)c(C(F)(F)F)c2)cc(OC)c1OC,-3%,1.3,1356,-1.6,1039,36,1,0.54,-0.25,0.34,-0.15,1.6,1.8,5.6,0.7%,i,3,i
CCCCCCSC1=C(C#N)C(=O)NC2(CCCCC2)S1,-3%,.,.,3.4,524,-9,-17,0.44,-0.26,0.12,-0.086,2.6,1.5,5.8,42%,i,-7,i
O=C(Nc1cccc(NC(=O)c2cccs2)c1)c1cccnc1,7%,0.39,1336,-1.6,998,-21,6,-0.52,0.11,-0.2,0.21,5.4,1.8,12,-1.8%,i,-6,i
O=C(CCSCCC(=O)NCCN1CCOCC1)NCCN1CCOCC1,-1%,-0.49,1175,-0.5,1156,0,-10,0.92,-0.15,0.51,0.35,3.4,2.8,6.3,-3.3%,i,-3,i
CC(C)(C)c1ccc(C(=O)NCc2nnc(SCC(=O)N3CCCc4ccccc43)n2-c2ccccc2)cc1,0%,-1.2,1133,2.6,1048,-3,0,0.035,-0.26,0.28,0.19,2.8,2.7,5.0,-0.7%,i,9,i
CCN(CC)c1ccc2c(Nc3ccccc3)c(C=O)c(=O)oc2c1,8%,0.19,1013,0.2,1578,27,16,1.8,1,1.5,-1.6,2.9,2.8,3.1,2.3%,i,10,i
Cc1ccc(-c2cnc(NC(=O)CCC(=O)N(C)Cc3ccccc3)n2C)cc1,-2%,-0.67,1552,0.6,1405,-8,-4,-0.8,-0.17,-0.97,0.39,3.6,1.5,1.2,0.1%,i,1,i
CCOC(=O)CN(c1cc([N+](=O)[O-])ccc1OC)S(C)(=O)=O,-14%,-0.19,1531,1.2,955,1,5,-1,-0.29,-0.48,0.95,1.7,1.7,6.5,-0.2%,i,15,i
CC(NC(=O)/C(=C/c1ccc2c(c1)OCO2)NC(=O)c1cccc([N+](=O)[O-])c1)C(=O)O (stereo not drawn),13%,0.21,1229,-0.9,1122,-8,2,-0.7,-0.38,-0.37,1.3,6.2,2.0,7.0,-1.4%,i,3,i
O=C(C1=C[C@H](C2CC2)C[C@H](OCCCCO)O1)N1CCOCC1,2%,0.66,1379,1.2,1093,3,0,-0.56,-0.26,-0.018,-0.51,2.0,1.9,3.6,0.0%,i,4,i
Cc1nc(-c2ccccn2)sc1C(=O)O,18%,-0.96,1261,-1.8,1068,11,-15,0.45,-0.063,0.57,-2,1.2,1.2,7.2,-0.4%,i,-10,i
NC(=O)C1=C[C@@H](c2ccccc2)C[C@@H](OCc2ccc(CO)cc2)O1,-6%,-0.37,1406,0.3,1107,-7,-10,-0.84,-0.26,-0.16,0.32,0.8,1.4,9.7,-0.7%,i,-4,i
CN(C)C(=O)CSCc1c(Cl)cccc1Cl,35%,-0.24,950,-1.2,1199,-6,7,-0.29,0.18,0.18,-0.041,1.0,1.1,1.3,0.6%,i,-6,i
CC(C)N1C(=O)c2ccccc2N(Cc2ccccc2)S1(=O)=O,7%,-0.51,1302,0.2,1360,.,.,0.099,-0.25,-0.013,-0.16,.,.,.,0.3%,.,.,i
COc1cccc(NS(=O)(=O)c2nc3nc(C)cc(C)n3n2)c1,-6%,-0.08,922,0.3,1157,14,4,-0.19,-0.25,-0.11,0.39,7.0,2.4,2.1,0.9%,i,20,i
O=C(Cc1ccccc1)NN1C(=O)C2C3C=CC([C@@H]2C1=O)C31CC1 (stereo partly drawn),-1%,0.25,1565,-1.5,1201,-12,4,-0.7,-0.2,-0.62,1.4,4.9,3.5,7.9,0.9%,i,0,i
O=C(CC1(O)C(=O)N(CCc2ccccc2)c2ccccc21)c1ccco1 (stereo not drawn),0%,0.57,1094,-1.2,1090,19,11,0.41,0.047,0.73,-0.79,2.5,1.7,4.5,0.0%,i,-4,i
Cc1ccc(OCCCCN2CCC(C)CC2)c(Br)c1,-7%,-0.28,1275,0.4,921,37,28,2.2,-0.15,0.62,-1.6,2.7,5.6,9.7,0.3%,i,-1,i
Cc1ccc(C(=O)NC(NC(=O)c2ccc(C)cc2)C(Cl)Cl)cc1,0%,-1,1684,2.8,1013,-9,-7,-0.37,-0.087,0.3,-0.29,3.1,1.4,9.9,0.5%,i,-3,i
Cc1ccc2[nH]c(=O)c(CN(C(=O)c3cccc([N+](=O)[O-])c3)C(C)(C)C)cc2c1,-6%,-0.05,1038,1.8,1327,.,.,0.75,-0.2,0.27,-0.45,.,.,.,-0.6%,.,.,i
CC(C)(C)n1nnnc1CN1CCSCC1,5%,1.3,1533,-1.8,1008,-14,0,-1.1,0.24,-0.74,-4.5,2.4,1.9,7.8,-2.2%,i,4,i
CCOC(=O)c1c(NC(=S)Nc2ccc(F)cc2)sc2c1CCC2,49%,-0.25,886,.,.,6,10,-0.57,-0.23,-0.17,0.61,1.0,1.1,10,0.9%,i,-16,i
Cc1c(Cl)cccc1NC(=S)N1CCN(c2ncccn2)CC1,-35%,0.87,1521,-1.5,1154,10,5,-0.36,0.064,0.13,-0.15,5.7,2.7,7.3,-1.4%,i,1,i
O=C1OCC(Cn2c3ccccc3c3ccccc32)O1 (stereo not drawn),7%,0.32,1245,-8.3,935,-22,-1,-1.3,-0.19,-0.38,0.62,1.9,1.8,5.8,-2.1%,.,.,i
COc1cccc(-c2csc(NNC(=O)c3cccs3)n2)c1,-33%,-0.3,1049,-0.5,1350,.,.,0.67,-0.078,1.4,-0.95,.,.,.,2.3%,.,.,i
Cc1ccc(S(=O)(=O)N2CCN(C(=O)c3ccccc3)C2C(C)C)cc1 (stereo not drawn),9%,0.72,1515,-0.5,1282,7,0,0.4,-0.18,0.79,-1.1,4.2,3.0,11,-0.6%,i,-2,i
CCOCCCNCc1cc(Br)ccc1OCc1ccccc1,-11%,-0.59,910,-3.5,553,1,8,-1.2,-0.29,-0.91,0.89,2.6,2.9,12,1.0%,i,2,i
Cc1cccn2cc(CSc3ccccc3N)nc12,-7%,-0.52,869,.,.,5,12,1.4,0.22,1.3,-0.92,2.7,0.8,5.3,1.4%,i,1,i
O=C1CCCC(=O)C1C(=O)C1CCN(S(=O)(=O)c2ccccc2)CC1,-6%,1.4,1237,2.2,1077,0,0,0.69,-0.31,0.27,-0.68,1.8,2.3,4.6,-1.2%,i,-12,i
CCCCc1c(C)nc2ccc(Br)cc2c1SCCC#N,40%,-0.8,1353,6.3,838,60*,20*,1.6,0.028,1.2,-1.6,56,0.5,40,-0.2%,i,-2,i
CCOC(=O)C1CCCN(C2CC(=O)N(c3ccc(C(C)C)cc3)C2=O)C1 (stereo not drawn),-14%,-0.42,1417,-2.4,1061,-13,-10,-0.69,-0.36,-0.81,0.98,3.8,1.0,10,-0.4%,i,-11,i
COc1ccccc1N(CC(O)Cn1ccnc1C)S(=O)(=O)c1ccc(C)cc1 (stereo not drawn),-12%,0,1424,-0.8,1121,-18,-25,0.02,-0.36,0.31,0.75,.,.,.,-1.0%,i,14,i
O=C1CN(CC(=O)NC(=O)NCc2ccccc2)CCN1,5%,.,.,-0.5,929,-18,-5,-0.82,-0.31,-0.62,0.82,3.0,2.6,7.4,1.7%,i,-7,i
O=C(NCCO)c1c(O)c2cccc3c2n(c1=O)CC3,4%,-0.46,1186,-4.3,1195,-16,-24,-0.034,-0.3,0.32,0.11,8.6,2.7,1.3,-0.1%,i,9,i
Cc1cc(NS(=O)(=O)c2ccc(NC(=O)c3cc4ccccc4o3)cc2)nc(C)n1,-5%,.,.,-7.8,1099,-2,-4,0.59,0.42,0.62,-0.13,0.9,0.6,8.4,-0.1%,i,-9,i
CN1CCN(Cc2nc(Cc3ccccc3)no2)CC1c1ccccc1 (stereo not drawn),9%,0.67,1291,1.1,1065,10,12,0.68,-0.28,0.52,-0.45,3.0,2.3,6.9,-1.3%,i,8,i
CCCCCCNC(=O)Cc1c(O)c2ccccc2[nH]c1=O,13%,0.47,1346,-1.4,1051,5,4,-0.21,-0.23,0.57,1.1,2.8,3.0,13,1.3%,i,4,i

# High-throughput results as filed in PubChem.
